# Screening results as filed in PubChem.
# NPYLR7 ag = mosquito NPYLR7 agonism; activation, % at 10 µM; AID 1259423; HEK293T NPYLR7/Galpha15, GCaMP6s calcium fluorescence; 270,000 tested, 0.15% active; in the data active means activation above about 40%;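 further: 0% = vehicle and 100% = reference agonist at the receptor; some compounds past the cut are filed as inactive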
# mcGAS inh = inhibitors of mouse cGAS; inhibition, % at 12.5 µM; Q8C6L5; AID 1259399; recombinant cGAS, Kinase-Glo ATP depletion luminescence; 160,000 tested, 0.15% active;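 further: 0% = negative control wells and 100% = reference inhibitor with no enzyme activity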
# hcGAS lum = human cGAS inhibition; AID 1259398; inhibition, % at 12.5 µM; 290,000 tested, 0.081% active; Q8N884; recombinant h-cGAS, ATP depletion, Kinase-Glo luminescence;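 further: 0% = vehicle reaction and 100% = reaction without DNA for no activity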
# Target sequence (Q8N884 whole entry, looked up): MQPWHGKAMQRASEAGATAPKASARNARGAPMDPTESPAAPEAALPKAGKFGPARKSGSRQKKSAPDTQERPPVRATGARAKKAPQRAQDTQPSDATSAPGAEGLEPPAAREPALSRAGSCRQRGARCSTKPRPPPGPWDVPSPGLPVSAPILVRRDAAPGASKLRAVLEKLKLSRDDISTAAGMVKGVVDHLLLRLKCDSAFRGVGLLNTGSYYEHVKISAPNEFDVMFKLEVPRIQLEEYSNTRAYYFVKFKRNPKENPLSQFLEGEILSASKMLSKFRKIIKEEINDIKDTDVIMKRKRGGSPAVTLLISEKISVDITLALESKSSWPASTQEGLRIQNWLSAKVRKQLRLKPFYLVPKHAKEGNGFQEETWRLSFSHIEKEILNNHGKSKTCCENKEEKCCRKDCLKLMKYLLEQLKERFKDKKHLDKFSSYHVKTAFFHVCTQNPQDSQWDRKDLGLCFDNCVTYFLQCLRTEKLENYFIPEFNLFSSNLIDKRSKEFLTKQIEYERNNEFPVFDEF
# * = called active by the depositor; . = not tested or not shown; & = joins results of further samples. Unless noted, no stated cut-off is given here; in the data, active means inhibition above about 40%; inactive means the rest.
SMILES	NPYLR7 ag	mcGAS inh	hcGAS lum
C=C1c2c(Cl)ccc(O)c2C(O)=C2C(=O)[C@]3(O)C(=O)C(C(N)=O)C(=O)[C@@H](N(C)C)[C@@H]3[C@@H](O)[C@H]12 (stereo partly specified)	-1&-10	.	27&26
Cc1cccc(Nc2nc(N)c([N+](=O)[O-])c(N3CCCC3)n2)c1	3	-6	-4
CC(NS(C)(=O)=O)C(=O)N1CCC(c2ccncc2)CC1 (stereo unspecified)	23	.	-6
CSc1ccc(NC(=O)N2CCN(c3nc(-c4ccc(Cl)cc4)nc(C)c3Cc3ccccc3)CC2)cc1	-7	-6	-10
CCN(CC(=O)c1c(C)c(C(=O)OC)n(CC)c1C)C(=O)c1cccc2ccccc12	-10	-3	-1
CN(C(=S)NC(=O)c1ccco1)C1CCS(=O)(=O)C1 (stereo unspecified)	3	.	-1
O=C(CCc1ccccc1)N1CCCC(OCc2ccccc2Cl)C1 (stereo unspecified)	-9	-3	-3
CCN(C(=O)/C=C/c1cscn1)c1ccc(Br)cn1	5	-11	-8
Cc1cc(C)nc(N2CC3ON=C(c4c(F)cccc4Cl)C3C2)n1 (stereo unspecified)	0	.	2
CCOC(=O)c1[nH]c2ccccc2c1NC(=O)/C=C/c1ccccc1	0	-7	-4
Cc1nc2c(C)cccn2c(=O)c1NC(=O)c1ccccc1C(F)(F)F	1	.	-15
Cc1nnc(SC(C)C)n1C1CCCCC1	3	-6	-5
Cn1c([N+](=O)[O-])cc[n+]1C	-4	.	-1
Cn1cccc1-c1cc(C(=O)N2CCN(C(c3ccccc3)c3ccccc3)CC2)n(-c2ccc([N+](=O)[O-])cc2)n1	6	-5	-9
O=C(Nc1ccccc1C(F)(F)F)NC1CCCN(C2CCCCCC2)C1 (stereo unspecified)	-3	-10	-9
CN(CC(=O)NC(C)(C)C)c1ncc(C(F)(F)F)cc1Cl	5	.	-4
COC(=O)CC1CCCCN1C(=O)c1ccc(-c2cscn2)cc1 (stereo unspecified)	2	-11	-5
CN(Cc1nc2c(s1)CCCC2)C1CCN(c2ccc(C(=O)N[C@H]3CCCCNC3=O)cc2)CC1	5	.	-6
CC1(C(=O)N2CCN(C(=O)c3ccco3)CC2)CCN1Cc1ccc(OC(F)(F)F)cc1 (stereo unspecified)	0	.	-9
N#Cc1cccc(-c2ccnc(N[C@H]3CO[C@H]4[C@@H]3OC[C@H]4OCc3ccccc3)n2)c1	-11	-3	0
COC(=O)C1=C(C)NC(C)=C(C(=O)OCCCBr)C1c1cccc([N+](=O)[O-])c1 (stereo unspecified)	-3	-6	-1
COc1ccc(OCc2ccc(-c3nc(C#N)c(N(C)C)o3)o2)cc1	0	-8	-8
CC(O)Cc1nsc(NC(=O)c2ccc(Br)o2)n1 (stereo unspecified)	-1	.	1
C[C@@H]1CCC2[C@](C)(CO)[C@@H](O)CC[C@]2(C)[C@@]12CC[C@@](CO)(CCO)O2 (stereo partly specified)	-5	.	-7
COC(=O)COC(=O)c1cc2ccccc2[nH]1	6	.	-12

SMILES	NPYLR7 ag	mcGAS inh	hcGAS lum
Cc1ncc(CC(=O)N2CCOC(C(F)(F)F)C2)c(=O)[nH]1 (stereo unspecified)	0	.	-4
CN(Cc1cccc(Cn2cccn2)c1)Cc1cc(-c2ccccc2)no1	7	.	-4
O=C1N(Cc2ccccn2)C(=O)C2(CCN(CC3CC=CCC3)CC2)N1Cc1ccccc1 (stereo unspecified)	9	-16	-5
C=CCNc1c([N+](=O)[O-])c(=O)oc2ccccc12	-2	-4	-9
NCc1csc(CNC(=O)c2ccccc2)n1	3	.	-8
CSc1ccc(COc2coc(CN3CCN(C(=O)c4cccc5c4-c4ccccc4C5=O)CC3)cc2=O)cc1	1	-9	-9
COCCn1cc(NC(=O)N(C)C2CCN(C)CC2)c2ccccc21	13	.	-10
O=C(NCCn1ncc2c(=O)n(Cc3ccc([N+](=O)[O-])cc3)cnc21)c1ccc(C(F)(F)F)cc1	-3	-7	-1
Cc1ccc(NC(=O)CC(=O)N2Cc3ccccc3CC2C(N)=O)cc1 (stereo unspecified)	12	.	-8
CN(CC1(CO)CCOCC1)c1nc(C2CCCC2)nc2c1CNC2	6	-10	-4
Cc1cc2cc(CCNC(=O)c3ccc(Br)o3)c(=O)[nH]c2cc1C	0	-1	-5
CCOC(=O)c1cc(-c2cccc(NC(=O)c3ccc(OC)cc3)c2)n(-c2cccc(F)c2)n1	20	-5	-2
Cc1ccc2nc(C3CCCN3C(=O)CCc3n[nH]c4c3CCCC4)[nH]c2c1 (stereo unspecified)	0	-4	2
CN1CCN(CCNC(=O)CC2CCN(C(=O)C3CCCCC3)CC2)CC1	.	-5	-6
CC(C)CN(Cc1ccc(OS(=O)(=O)c2ccc(F)cc2)cc1)S(=O)(=O)c1ccc(Cl)cc1	21	-4	-1
CCOc1ccccc1NC(=O)N(CCOC)CC(=O)N(CCc1c[nH]c2ccccc12)Cc1ccc(OC)c(OC)c1	17	-4	-5
CCOc1ccccc1C(=O)N1CCC(c2nc(-c3ccc(Cl)cc3)no2)CC1	5	-6	-13
CCCC(CCC)C(=O)NCc1nnnn1-c1ccc(C)c(C)c1	-7	-1	2
COc1cc(C=C2N=C(c3ccc(Cl)c(Cl)c3)OC2=O)cc(OC)c1OCC(N)=O	1	.	3
CN(Cc1ccc(-n2cccn2)cc1)Cc1cccc2c1OCO2	8	-17	-2
O=C(NCCCn1nccc1C1CC1)c1ccccc1C1CCNC1 (stereo unspecified)	17	.	-4
CCn1cc(NS(=O)(=O)c2ccc(Cl)s2)cn1	-1	-8	-6
CCOC(=O)C(C)Sc1nnc2n1CCN2c1ccc(OC)cc1 (stereo unspecified)	9	-6	0
CC(NC(=O)C1CCN(C(C)C)CC1)c1cnn(C)c1 (stereo unspecified)	.	-6	-16
COc1ccc(C(=O)CC2(O)C(=O)N(CC(N)=O)c3ccccc32)c(OC)c1 (stereo unspecified)	-3	-4	-2

SMILES	NPYLR7 ag	mcGAS inh	hcGAS lum
O=C(Nc1ncccc1OC(F)F)c1cccc(Cl)c1Cl	7	.	-17
COc1cccc(C2=NN(C(=O)CN3CCC4(CC3)OCCO4)C(c3ccc(Cl)cc3)C2)c1 (stereo unspecified)	24	-6	-6
CCN(CCn1cccn1)Cc1ccc2cccc(O)c2n1	13	.	1
COc1cn(CC(=O)Nc2cccc(C(F)(F)F)c2)c(CN2CCC(C)CC2)cc1=O	-2	-8	-10
O=C(NCc1ccccc1)Nc1c[nH]c2ccccc12	-3	-9	-6
COc1ccc(-c2ccc(C(=O)N3CCc4ccccc4C3c3ccc(F)cc3)s2)c(OC)c1OC (stereo unspecified)	18	-5	-4
O=C(NCc1ccc(Cl)s1)C1CCC(=O)N(CCN2CCOCC2)C1 (stereo unspecified)	-3	-3	-5
COc1ccccc1-n1cc(C(=O)NCc2cccnc2-n2ccnc2)cn1	4	-15	-2
COc1ccc(OC)c(-c2nc3cccc(C)n3c2NCc2ccccc2)c1	-4	-3	1
CCC1(c2ccc(C)cc2)NC(=O)N(CN(C)CC(=O)NC(C)C)C1=O (stereo unspecified)	6	.	-9
CC(C)NC(=O)Cn1c(CO)cnc1SCC(=O)NCCc1ccccc1	4	.	0
CCn1cc(Cn2ccnc2-c2ccc3occc3c2)cn1	4	-17	1
CCn1cc(C(CC(=O)NCCN2CCOCC2)c2cccc(Cl)c2)c2ccccc21 (stereo unspecified)	7	-2	0
CN(C)c1ncnc(NCC(c2ccc(F)cc2)N2CCOCC2)c1N (stereo unspecified)	5	.	-13
Cc1cc(C)n(CCNC(=O)CCc2nnc(CCCc3ccccc3)o2)n1	1	-5	-5
O=C(c1ccc(S(=O)(=O)N2CCCCC2)cc1)N(Cc1ccc(F)cc1)C1CC1	3	-8	-8
CN(Cc1cnc(N2CCCC2)nc1)Cc1nc(-c2cccnc2)no1	0	-16	-5
O=c1ccc(-c2cccs2)nn1CCNS(=O)(=O)c1ccccc1	5	-6	5
Cc1ccc(CNC(=O)CN2CCCN(C)CC2)cc1	0	0	0
O=c1nc(SCc2ccccc2)c2c([nH]1)CCC2	-5	-6	4
O=S(=O)(Nc1ccccn1)c1ccc(Br)cc1	6	.	-6
O=C(CNC(=O)c1cccc(Cl)c1)N=Nc1c(O)n(Cc2ccccc2)c2ccccc12	1	-5	-9
COc1ccc(-n2ncc(Oc3ccc(Cl)c(C)c3)c(Nc3cccc(C(=O)NCc4cccc(F)c4)c3)c2=O)cc1	-1	-3	-4
CC1C(=O)N(c2cccc(Br)c2)CCN1C(=O)c1ccc(Cl)cc1Cl (stereo unspecified)	-2	.	1
CC1=CC[C@@H]2CN(C(=O)c3cccc4nccnc34)C[C@@H]2C1	4	.	-3

SMILES	NPYLR7 ag	mcGAS inh	hcGAS lum
Clc1nc(-c2ccccc2Cl)c2cc(Br)ccc2n1	-8	3	1
COc1ccccc1C(=O)N1CCC[C@@H]1C(=O)NC1CCC(NC(=O)c2ccccc2)CC1 (stereo partly specified)	28	-6	-10
CCOC(=O)c1cnc(-c2ccccc2)nc1NC(CC)c1ccccc1 (stereo unspecified)	26	-5	-6
CCCCn1nnnc1CNC(=O)c1ccc(-n2ccc(C)n2)cc1	-12	.	-3
CC1=NN(c2ccccc2)C(c2ccccc2)C1 (stereo unspecified)	-5	.	-2
COc1cc2c(cc1OC)C(C(C)C)N(C(=O)c1cccs1)CC2 (stereo unspecified)	-5	-7	-2
NC(=O)c1cnc2n1CCN(C(=O)c1cn3ccsc3n1)C2	2	.	-9
CCOC(=O)c1cc(CC)sc1N1C(=O)CC(Sc2ccccc2C(=O)OC)C1=O (stereo unspecified)	4	-8	-7
Cc1ccc(-c2ccc(=O)n(CCCNC(=O)NC3CCCCC3)n2)cc1	-2	.	-4
CCc1cccc2c(C(CC(=O)NCCCN3CCOCC3)c3ccc(OC)c(OC)c3)c[nH]c12 (stereo unspecified)	.	68*	-12
Cc1sc(NC(=O)C2CC2)c(C(=O)N2CCC3(CC2)OCCO3)c1C	7	.	-7
O=C(O)[C@H]1C[C@@H](O)CCN1C(=O)C1(c2ccc(Cl)cc2)CC1	4	.	-5
CC(NC(=O)c1ccc(-c2cc(-c3ccc(Cl)cc3Cl)[nH]n2)cc1)c1ccc(Br)cc1 (stereo unspecified)	2	-4	-4
O=C(Nc1ccc(SC(F)F)cc1)c1ccc(-n2cncn2)cc1	6	.	-3
COc1ccc(NC2CCCN(C(=O)c3ccc(N4CCCC4=O)cc3)C2)cc1OC (stereo unspecified)	24	.	-9
COc1cc2sc(C(=O)Nc3c(C)cccc3OC)c(Cl)c2cc1OC	12	1	2
Cn1ccnc1C(NC(=O)CN1C(=O)NC(=O)C1(C)C)C1CC1 (stereo unspecified)	-4	.	4
CCN1c2ccccc2Sc2cc(C=O)ccc21	8	.	0
COc1ccc(S(=O)(=O)NCCCn2nc(-c3cccs3)ccc2=O)cc1F	1	.	-1
CC(C)NS(=O)(=O)c1ccc(NS(=O)(=O)c2ccc(Cl)c(C(F)(F)F)c2)cc1	0	.	-7
CCc1ccccc1-c1nccn1CCN(C)C	-2	.	2
O=C(NCc1ccccc1)NNC(=O)c1cccn(Cc2cccc(Cl)c2)c1=O	4	.	-7
O=C(O)CCCN1CCC(O[C@@H](c2ccc(Cl)cc2)c2ccccn2)CC1	15	-12	-7
Cn1c(=O)c2c(nc(N3CCN(CCO)CC3)n2CCCc2ccccc2)n(C)c1=O	11	.	-2
COc1ccc(-c2nnc(SCc3ccc(C#N)cc3)n2-c2ccc(C)cc2)cc1	.	-5	-5

# Pulled by structure from the list above, six records:
SMILES	NPYLR7 ag	mcGAS inh	hcGAS lum
COc1ccccc1C(=O)N1CCC[C@@H]1C(=O)NC1CCC(NC(=O)c2ccccc2)CC1 (stereo partly specified)	28	-6	-10
CCN1c2ccccc2Sc2cc(C=O)ccc21	8	.	0
CCc1ccccc1-c1nccn1CCN(C)C	-2	.	2
COc1cc2c(cc1OC)C(C(C)C)N(C(=O)c1cccs1)CC2 (stereo unspecified)	-5	-7	-2
Cc1ccc(-c2ccc(=O)n(CCCNC(=O)NC3CCCCC3)n2)cc1	-2	.	-4
CC1=NN(c2ccccc2)C(c2ccccc2)C1 (stereo unspecified)	-5	.	-2

# Additional compounds follow:
SMILES	NPYLR7 ag	mcGAS inh	hcGAS lum
CCC(NC(=O)c1cccc(N2CCCS2(=O)=O)c1)c1ccc(Br)cc1 (stereo unspecified)	-4	.	1
Cc1cc(NC(=O)c2nn3c(C(F)(F)F)cc(-c4ccco4)nc3c2Cl)no1	0	-6	-1
Cc1cc(C)cc(-n2nc3c(c2NC(=O)C2CC2)CSC3)c1	0	.	-5
O=S1(=O)CC(O)C(NCc2ccco2)C1 (stereo unspecified)	-4	.	-6
COC(=O)C1=CN(C2CC2)C=C(C(=O)OC)C1c1cccs1	3	.	-8
Cc1c(/C=N\NC(=O)C(C)SCc2ccccc2)c(Cl)nn1-c1ccccc1 (stereo unspecified)	-4	.	8
COC(=O)[C@@H]1[C@@H](NC(=O)CSC)CCN1C(C)=O	-8	-8	-7
CCC(C)NC(=O)c1cc(NC(=O)c2ccccc2Cl)ccc1N1CCCCC1 (stereo unspecified)	-2	-4	-6
CCOC(=O)c1cc(-c2ccc(N3CCN(C(=O)c4cccnc4Cl)CC3)cc2)n(-c2cccc(F)c2)n1	24	-7	-3

# Hits appear at their usual frequency; any-hit rate near 0.27%.
